CBFb-RUNX1 inh: inhibitors of human CBF-beta and RUNX1 interaction; Q01196+Q13951; AlphaScreen CBFb-His/RUNX1-biotin binding, biochemical; Potency, µM (highest dose often 59.8 µM), without a hit: top-dose activity, negative = inhibition, actives largely listed as inhibitors; 230,000 tested, under 10 active; also: % of control where 0% means no effect
Target sequence (Q01196 whole entry, looked up): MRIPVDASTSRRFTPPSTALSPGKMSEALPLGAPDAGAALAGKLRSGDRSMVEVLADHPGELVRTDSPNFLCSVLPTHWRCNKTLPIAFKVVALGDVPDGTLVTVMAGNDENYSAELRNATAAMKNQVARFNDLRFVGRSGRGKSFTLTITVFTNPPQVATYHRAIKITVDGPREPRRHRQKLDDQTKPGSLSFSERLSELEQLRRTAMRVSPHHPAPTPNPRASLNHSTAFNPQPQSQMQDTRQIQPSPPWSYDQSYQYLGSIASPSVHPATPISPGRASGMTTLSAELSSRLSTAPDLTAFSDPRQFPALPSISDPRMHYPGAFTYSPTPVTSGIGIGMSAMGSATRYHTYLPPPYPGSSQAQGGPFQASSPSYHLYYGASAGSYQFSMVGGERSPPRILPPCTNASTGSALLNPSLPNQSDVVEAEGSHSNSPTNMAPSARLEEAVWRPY
Target sequence (Q13951 whole entry, looked up): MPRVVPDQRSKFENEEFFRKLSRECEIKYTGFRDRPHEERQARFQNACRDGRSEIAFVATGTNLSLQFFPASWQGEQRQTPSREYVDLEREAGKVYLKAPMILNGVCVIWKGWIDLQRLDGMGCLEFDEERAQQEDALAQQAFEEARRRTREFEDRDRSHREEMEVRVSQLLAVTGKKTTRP
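Read-out: AlphaScreen. Format: His-CBF-beta with biotinylated RUNX1 (30 nM each) preincubated 20 min, compound 15 min, Ni-chelate plus streptavidin beads 90 min; room temperature throughout.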
HttQ103 aggreg: mutant huntingtin aggregation inhibition | AID 1688 | PC12 HttQ103-GFP aggregates, Acumen cytometry, 40 h | actives 1.1% (n = 220,000) | Potency, µM (titrated, usually from 46.1 µM), for the others: top-dose activity change, negative = inhibition, hits mostly inhibitors; also: potency is read from the fitted curve at half-maximal effect; % is scaled to controls: 0 for no effect and ±100 for the full control effect; nearly all actives have a fitted effect of over 60% in size
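Multiplexed with ATP-based cell death, this channel scores GFP aggregates in PC12 cells expressing inducible HTTex1-Q103-GFP. Induction used 100 nM tebufenozide; compounds were tested in concentration series.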
LMNA splice mod: changes lamin A minigene splicing in HeLa cells; HeLa LMNA splicing GFP/RFP minigene ratio, 48 h; Potency, µM (titrated, usually from 46.1 µM), inactives show at the highest dose ratio change, negative = inhibition, hits mostly inhibitors; actives 0.01% (n = 200,000); active = well fitted inhibition curve with a large enough effect in the signal ratio, with a control signal flat, not every such curve was filed as active; inconclusive = small, poorly fitted or top-dose-only effect, or effect the other way, or a change in a side signal; the % refers to the signal ratio; also: potency is read from the fitted curve at half-maximal effect; % is scaled to controls: 0 for no effect and ±100 for the full control effect
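S3 HeLa stable clones carrying a lamin A-EGFP splicing minigene plus DsRed2 were seeded at 600 cells/well in Opti-MEM with 2% FBS, pin-dosed and incubated 48 h at 37°C. Acumen cytometry (488 nm) gave the GFP/RFP total-intensity ratio.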
GAA inh: inhibitors of human lysosomal alpha-glucosidase; purified human GAA, 4-MU-alpha-glucoside fluorescence; P10253; AID 1466; actives 0.005% (n = 200,000); Potency, µM (top dose mostly 76.9 µM), for inactives: at the top dose activity change, negative = inhibition, actives largely listed as inhibitors;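 also: potency is read from the fitted curve at half-maximal effect; plate controls were uninhibited enzyme wells for no effect and no-enzyme background for full effect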
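qHTS format, compound range up to 77 uM. Human lysosomal enzyme at 4 nM, 400 uM 4-MU glucoside substrate, pH 5.0, 20 min room temperature; fluorescence after alkaline stop gives activity normalized to controls.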
GAA glycogen mod: inhibitors or activators of human alpha-glucosidase glycogen cleavage. P10253. recombinant GAA, glycogen substrate, Amplex Red glucose oxidase fluorescence. Potency, µM (highest dose often 76.4 µM), without a hit: top-dose activity change, negative = inhibition, most hits filed as inhibitors. actives 0.38% (n = 300,000). AID 2100;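 also: potency is read from the fitted curve at half-maximal effect; 0% = full enzyme reaction and -100% = no-enzyme basal signal; the screen sought inhibitors and activators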
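qHTS, 1536-well; enzyme 4 nM final; cpd up to 77 uM; substrate bovine liver glycogen 30 ug; 50 mM citrate/phosphate pH 5.0, 0.01% Tween-20; 37 C, 40 min; Amplex Red detection 45 min RT; Hill fit → AC50.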
GAA spleen mod: lysosomal alpha-glucosidase (human) modulation. Potency, µM (top dose mostly 79.9 µM), for inactives: top-dose activity change, negative = inhibition, most hits filed as inhibitors. human spleen homogenate, 4-MU-alpha-glucoside fluorescence. actives 0.006% (n = 240,000). P10253;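 also: potency is read from the fitted curve at half-maximal effect; 0% = enzyme with vehicle and -100% = no enzyme basal signal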
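Human spleen homogenate (1 ug) incubated with compounds and 1 mM 4-methylumbelliferyl-alpha-D-glucopyranoside in pH 5.0 citrate/phosphate buffer, 37 C, 40 min. Stopped at pH 10; 4-MU fluorescence (Ex 365/Em 440 nm); AC50 by Hill fit.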
HTT ATP protect: cytoprotection in Huntington HTT-Q103 PC12 cell model. Potency, µM (highest dose often 56.4 µM), for the others: cytoprotection (ATP increase), hits mostly activators. PC12 HTT-Q103 induced, cytoprotection, ATP luminescence, 40 h. actives 0.14% (n = 230,000). AID 1471;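 also: potency is read from the fitted curve at half-maximal effect; % of control where 0% means no effect; nearly all actives have a fitted effect of over 45% in size; toxic huntingtin expression switched on by the ecdysone agonist tebufenozide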
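Cells were plated at 1500 per well in phenol red-free DMEM with 5% equine and 5% calf serum. Tebufenozide (100 nM final) and compounds were added, then ATPlite reagent, and luminescence was read.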
An asterisk follows results filed as active; ? = inconclusive; nt = not tested or not shown; [ ] = another dose, or the depositor's remark. Unless noted, calls follow the shape of the dose curve; as a rule, active = well fitted curve in the direction sought with a large enough effect; inconclusive = small, poorly fitted or top-dose-only effect, or another doubt; inactive = no such curve, though single readings can be large; an effect the other way counts as inactive or inconclusive. An unsorted share of the library, and some 1.5% of all compounds hit somewhere here.

entry | canonical_smiles | GAA inh | HttQ103 aggreg | GAA glycogen mod | HTT ATP protect | GAA spleen mod | LMNA splice mod | CBFb-RUNX1 inh
1 | Cc1ccc(N(CC(=O)Nc2ccccc2C(=O)NCc2ccco2)S(=O)(=O)c2ccccc2)cc1C | -5% | 2% | -7% | -19% | -4% | 8% | -12%
2 | O=C(CN(CCc1ccccc1)S(=O)(=O)c1ccc(Br)cc1)N/N=C/c1ccc2c(c1)OCO2 | 0% | -20% | 4% | -3%[10 µM] | -1% | -2% | -1%
3 | COc1cc(C2NC(=O)NC(c3ccccc3)=C2C(C)=O)ccc1OCC(=O)O (stereo not drawn) | -8% | -36% | 5% | 37% | 0% | 1% | 5%
4 | Cc1ccc(C(=O)O/N=C2\CCSc3ccc(C)cc32)cc1 | ? | -8% | -3% | 9%[10 µM] | -3% | -9% | 8%
5 | CNc1nc(C)nc(N/N=C/c2ccccc2)n1 | 10% | 4%[9.22 µM] | -4% | 2%[10 µM] | -6% | nt | 5%
6 | COc1cccc(C(=O)N/N=c2\sc3ccccc3n2C)c1 | -1% | -11% | 4% | -13%[10 µM] | 2% | -9% | -2%
7 | COc1ccc(-c2ccnc3c(C(=O)O)cnn23)cc1 | -24% | -28% | -13% | -20% | -3% | nt | -29%
8 | O=C(O)CCc1ccc(-c2ccccc2)n1Cc1ccco1 | -6% | 30% | 17% | -16% | 6% | -1% | -19%
9 | CN(C)C1=NCC(CSC(=N)N)S1 (stereo not drawn) | 8% | -24% | -2% | ? | -8% | ? | 0%
10 | COc1cc(SC)ccc1C(=O)NCCc1ccccc1 | -4% | -26% | 11% | -20%[10 µM] | -4% | -2% | -17%
11 | CCC(C(=O)N1CCc2ccccc2C1)n1nc(C)n2c(cc3occc32)c1=O (stereo not drawn) | 4% | 1% | -4% | -7% | -6% | 12% | -2%
12 | N#C/C(=C\c1cccs1)C(=O)NCC1CCCO1 (stereo not drawn) | 2% | -2% | -9% | -20% | 1% | 6% | -6%
13 | COc1ccc(CCN2C(=O)CC(N3CCN(S(=O)(=O)c4ccccc4)CC3)C2=O)cc1 (stereo not drawn) | -18% | -3% | -1% | 10% | -16% | -11% | 2%
14 | COc1ccccc1/C=N/NC(=O)CO | -2% | -15% | 5% | -15% | -10% | 13%[46 µM] | -2%
15 | CCC(CC)c1nc2cc(OC)c(OC)cc2c(=O)o1 | 10% | ? | 0% | 10% | -3% | 13% | 0%
16 | O=C1CC(c2ccc3c(c2)OCO3)Sc2nc3ccccc3n21 (stereo not drawn) | -12% | 21% | -4% | -53%[inhibitor][10 µM] | -4% | 12% | 0%
17 | Cc1cc(C)n(CC2CC(=O)N(c3ccccc3)C2=O)n1 (stereo not drawn) | -13% | -4%[9.22 µM] | 2% | 11%[10 µM] | 5% | nt | 9%
18 | CC(C)CNC(=O)Nc1ccccc1F | -12% | -12% | 0% | -33% | 8% | ? | 2%
19 | O=C(c1ccc2nc(N3CCOCC3)sc2c1)N1CCN(C(=O)c2ccco2)CC1 | -5% | -14% | -19% | -13% | -17% | 4% | 4%
20 | COc1ccccc1CCNC(=O)c1cnccn1 | -8% | -3% | -7% | -1% | -2% | 11% | -2%
21 | O=C(NCCCN1CCCCC1)C1(S(=O)(=O)c2ccc(Cl)cc2)CC1 | -2% | 10% | 0% | 5% | 1% | -5% | 8%
22 | CCCNC(=O)Cn1c(=O)/c(=C\c2ccc(-c3cccc([N+](=O)[O-])c3)o2)s/c1=C\C(=O)C(C)(C)C | 0% | 9% | 6% | 10%[10 µM] | -1% | -7% | -2%
23 | CC(NC(=O)c1ccccc1)C(c1cccs1)N1CCOCC1 (stereo not drawn) | 2% | -8% | 2% | 3%[10 µM] | -6% | -5% | 3%
24 | Cc1ccc(/C=N/NC(=O)c2cccc(S(=O)(=O)Nc3cccc(Cl)c3)c2)o1 | -11% | 14% | -2% | nt | 3% | -8%[46 µM] | -10%
25 | Cc1cnn(-c2nc(-c3ccccc3)cc(-c3ccccc3)n2)c1 | -4% | 11%[9.22 µM] | 1% | 12%[10 µM] | 5% | 1%[46 µM] | ?
26 | O=C(NC1CCCCC1)NC1CCN(S(=O)(=O)c2ccc3c(c2)OCCO3)CC1 | 5% | 4% | -4% | -20%[10 µM] | -9% | -3% | -2%
27 | Cc1ccc(S(=O)(=O)N(CC(=O)N2CCc3ccccc3C2)c2ccc(Cl)c(Cl)c2)cc1 | -6% | ? | -7% | 4%[10 µM] | -9% | ? | 10%
28 | CC(C)C(c1nnnn1CCc1ccccc1)N1CCOCC1 (stereo not drawn) | -2% | -7% | 5% | -24% | -2% | -4% | 4%
29 | COc1ccccc1CNS(=O)(=O)c1ccc(NC(C)=O)cc1 | -1% | -26% | -12% | -20%[0.074 µM] | 0% | -14% | 13%
30 | CSc1nnc2n(C3CCCCC3)c(=O)c3c4c(sc3n12)CCCC4 | -1% | -4% | 1% | -2% | -4% | 12% | 4%
31 | CCN(CC)CCNC(=O)c1cc(-c2ccco2)nc2ccccc12 | ? | -4% | -8% | -25% | 9% | nt | 4%
32 | O=C(Nc1ccc2ccccc2c1)N1CCN(c2ncccc2C(F)(F)F)CC1 | 6% | 8% | 0% | 9% | 0% | 5% | -1%
33 | COc1ccc(/C(O)=C2\C(=O)C(=O)N(c3cc(C)on3)C2c2ccccc2OC)cc1 (stereo not drawn) | -2% | 1% | 2% | -11% | 4% | 1% | -6%
34 | CCc1ccc(CN2CCCC(CNS(=O)(=O)c3ccc(OC)cc3)C2)cc1 (stereo not drawn) | 2% | 0%[9.22 µM] | -6% | -15%[10 µM] | 2% | 5%[46 µM] | -4%
35 | Cc1ccc(C(=O)N(CC(=O)NC2CCCC2)c2ccccc2C)s1 | 4% | 6% | 12% | -10% | -2% | -5%[9.22 µM] | 7%
36 | CCCn1c(SCC(=O)Nc2nnc(CC)s2)nc2c1c(=O)n(C)c(=O)n2C | ? | -19% | 4% | -5% | -3% | 9% | 3%
37 | Cc1csc(NC(=O)Cn2nc(C)c([N+](=O)[O-])c2C)n1 | 3% | 6% | -6% | 36%[10 µM] | 3% | ? | 4%
38 | COc1ccc(C)cc1NC(=O)C1CCN(C(=O)Cc2ccccc2)CC1 | 1% | -30% | 9% | -20% | nt | nt | 6%
39 | C=CCN(c1ccccc1)S(=O)(=O)c1ccc(Cl)c(C(=O)OCC(=O)NCCCN2CCCC2=O)c1 | 2% | -3% | 0% | -16% | -3% | 0%[46 µM] | 0%
40 | CCSc1nnc(NC(=O)Nc2cccc(C)c2)s1 | -4%[15.4 µM] | 12%[9.22 µM] | -4% | 15%[10 µM] | 10% | nt | 9%
41 | COc1ccc(NC(=O)CSc2nc3nc(-c4cccs4)cc(C(F)(F)F)c3c(=O)[nH]2)c(OC)c1 | -8% | -6% | -6% | -11%[10 µM] | 1% | 18% | -5%
42 | COCCNC(=S)NN=C1CCCCC1 | -7% | 3% | ? | 26%[10 µM] | 0% | nt | 10%
43 | CCCOc1ccc(/C=N/NC(=O)c2ccc(Cn3cc([N+](=O)[O-])cn3)o2)cc1 | -6% | 8% | -9% | -24% | -4% | 11% | 1%
44 | COc1ccc(-c2cc(C(F)(F)F)n3nc(C(=O)N4CCOCC4)c(Cl)c3n2)cc1 | ? | -8% | -12% | -26% | -2% | -22% | 6%
45 | C=CCN1C(=O)/C(=C\c2ccc(C)cc2)N=C1SCC(=O)NCCC | -2% | 9% | -5% | 0% | 2% | -9% | 4%
46 | CC(NCCC(Cc1ccccc1)c1ccco1)c1ccccc1 (stereo not drawn) | nt | -17%[9.22 µM] | -1% | -8%[10 µM] | -2% | nt | 4%
47 | CC(C)(C)NCCOCCOc1ccccc1-c1ccccc1 | -15% | -5% | 15% | 0%[10 µM] | 3% | -5% | 2%
48 | O=C(CN(Cc1cccs1)C(=O)CN1C(=O)COc2ccccc21)NCc1ccco1 | -7% | -1% | -1% | -13% | 1% | -2% | 4%

Compounds 38 through 48, quoted:
entry | canonical_smiles | GAA inh | HttQ103 aggreg | GAA glycogen mod | HTT ATP protect | GAA spleen mod | LMNA splice mod | CBFb-RUNX1 inh
38 | COc1ccc(C)cc1NC(=O)C1CCN(C(=O)Cc2ccccc2)CC1 | 1% | -30% | 9% | -20% | nt | nt | 6%
39 | C=CCN(c1ccccc1)S(=O)(=O)c1ccc(Cl)c(C(=O)OCC(=O)NCCCN2CCCC2=O)c1 | 2% | -3% | 0% | -16% | -3% | 0%[46 µM] | 0%
40 | CCSc1nnc(NC(=O)Nc2cccc(C)c2)s1 | -4%[15.4 µM] | 12%[9.22 µM] | -4% | 15%[10 µM] | 10% | nt | 9%
41 | COc1ccc(NC(=O)CSc2nc3nc(-c4cccs4)cc(C(F)(F)F)c3c(=O)[nH]2)c(OC)c1 | -8% | -6% | -6% | -11%[10 µM] | 1% | 18% | -5%
42 | COCCNC(=S)NN=C1CCCCC1 | -7% | 3% | ? | 26%[10 µM] | 0% | nt | 10%
43 | CCCOc1ccc(/C=N/NC(=O)c2ccc(Cn3cc([N+](=O)[O-])cn3)o2)cc1 | -6% | 8% | -9% | -24% | -4% | 11% | 1%
44 | COc1ccc(-c2cc(C(F)(F)F)n3nc(C(=O)N4CCOCC4)c(Cl)c3n2)cc1 | ? | -8% | -12% | -26% | -2% | -22% | 6%
45 | C=CCN1C(=O)/C(=C\c2ccc(C)cc2)N=C1SCC(=O)NCCC | -2% | 9% | -5% | 0% | 2% | -9% | 4%
46 | CC(NCCC(Cc1ccccc1)c1ccco1)c1ccccc1 (stereo not drawn) | nt | -17%[9.22 µM] | -1% | -8%[10 µM] | -2% | nt | 4%
47 | CC(C)(C)NCCOCCOc1ccccc1-c1ccccc1 | -15% | -5% | 15% | 0%[10 µM] | 3% | -5% | 2%
48 | O=C(CN(Cc1cccs1)C(=O)CN1C(=O)COc2ccccc21)NCc1ccco1 | -7% | -1% | -1% | -13% | 1% | -2% | 4%

Source: PubChem
